D2 agonist: D2 dopamine receptor (human) agonism. P14416. HEK293 T-REx D2 cells, calcium flux agonist mode. activation, % at 2 µM. 340,000 compounds, 0.53% hits. AID 485358;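 active = activation over 3 SD above normal in the single-dose calcium agonist read, cut at about 30% in these data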; note: 0% is about no effect
Target sequence (P14416 whole entry, looked up): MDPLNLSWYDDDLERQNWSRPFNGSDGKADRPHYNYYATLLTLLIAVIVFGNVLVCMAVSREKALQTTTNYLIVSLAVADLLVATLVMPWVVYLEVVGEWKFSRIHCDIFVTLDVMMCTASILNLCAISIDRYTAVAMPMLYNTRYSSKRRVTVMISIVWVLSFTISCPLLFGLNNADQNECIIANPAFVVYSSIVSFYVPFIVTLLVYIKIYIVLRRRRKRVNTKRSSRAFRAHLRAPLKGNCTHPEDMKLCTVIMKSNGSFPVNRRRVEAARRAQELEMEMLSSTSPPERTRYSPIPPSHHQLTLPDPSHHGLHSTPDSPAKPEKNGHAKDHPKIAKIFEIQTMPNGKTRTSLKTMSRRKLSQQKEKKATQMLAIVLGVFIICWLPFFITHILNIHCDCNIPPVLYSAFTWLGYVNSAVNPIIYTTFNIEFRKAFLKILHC
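Calcium-flux readout, 1 cycle/sec over 180 s following compound pin transfer, in inducible HEK293 Trex D2 cells (force-coupled); dopamine controls included. Positive calcium responses during this window marked compounds as potential agonists.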
mIDH1 inhibitor: human IDH1 R132H inhibition | Potency, µM (titrated, usually from 76.6 µM), without a hit: at the highest dose activity change, negative = inhibition, actives largely listed as inhibitors | 390,000 compounds, 0.093% hits | IDH1-R132H enzyme, NADPH consumption, diaphorase/resazurin fluorescence | O75874; note: potency is the fitted concentration of half-maximal effect; % is set by controls: 0 for no effect and ±100 for the full control effect; nearly all actives have a fitted effect of over 65% in size
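IDH1-R132H (0.5 ug/mL) preincubated 30 min with compound, then NADPH (0.016 mM) and alpha-KG (2 mM) added; 80 min at RT, pH 7.5. Remaining NADPH coupled via diaphorase/resazurin to fluorescence (540/590 nm); concentration-response curves normalized to no-enzyme control.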
TRHR PAM: allosterically enhances the human TRH receptor | P34981 | TRHR cells, fluo-8 calcium fluorescence, EC20 TRH enhancement | enhancement, % at 2 µM | 360,000 compounds, 0.66% hits | AID 493056; in the data active = enhancement above about 30%; note: 0% is about no effect
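Enhancer read-out: after compound pinning and an initial kinetic agonist-mode read, an EC20 of TRH (10 nM final) was injected and fluo-8 calcium signal (Ex 480/Em 530) followed at 1 s/cycle for 100 cycles in TRHR-expressing cells.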
rTrxR1 inhibitor: rat TrxR1 inhibition; O89049; recombinant rTrxR1, NADPH fluorescence consumption, selenite substrate; Potency, µM (top dose mostly 114 µM), for the others: at the highest dose activity change, negative = inhibition, usual class: inhibitors; 390,000 compounds, 1% hits; note: potency is the fitted concentration of half-maximal effect; % is set by controls: 0 for no effect and ±100 for the full control effect; nearly all actives have a fitted effect of over 65% in size
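Rat TrxR1 (90 nM in the dispensed reagent) was pre-reduced with 400 uM NADPH for 5 min at room temperature, then incubated with compound for 15 min. After 400 uM selenite was added, NADPH fluorescence (Ex 340/Em 450 nm) was followed for 8 min.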
TrxR1 substrate: is turned over as a substrate by rat TrxR1; O89049; purified TrxR1 substrate turnover, NADPH consumption readout; Potency, µM (titrated, usually from 114 µM), for inactives: at the top dose activity change, negative = substrate turnover; 390,000 compounds, 0.01% hits; note: potency is the fitted concentration of half-maximal effect; % is set by controls: 0 for no effect and ±100 for the full control effect; nearly all actives have a fitted effect of over 50% in size
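Rat TrxR1, dispensed at 90 nM, was prereduced with 400 uM NADPH (final) for 5 min at ~22 deg C, then incubated with compound 15 min before 400 uM selenite. A first-read NADPH fluorescence drop versus no-compound background flagged substrates.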
D2 antag: antagonists of human D2 dopamine receptor; 340,000 compounds, 2% hits; HEK293 TREx D2 cells, calcium flux, dopamine EC80; inhibition, % at 10 µM; P14416; in the data active = inhibition above about 30%; note: 0% is about no effect
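Cells plated overnight at 30 C with tetracycline; no-wash calcium dye, 30–90 min RT; 10 s baseline; compound pinned; 180 s read; EC80 dopamine added; another 180 s read.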
USP1 inh: USP1/UAF1 (human) deubiquitinase inhibition. O94782. recombinant USP1/UAF1, Ub-Rhodamine cleavage fluorescence. Potency, µM (highest dose often 57.1 µM), for the others: at the highest dose activity change, negative = inhibition, actives largely listed as inhibitors. 390,000 compounds, 0.23% hits. AID 743255; note: potency is the fitted concentration of half-maximal effect; % is set by controls: 0 for no effect and ±100 for the full control effect; nearly all actives have a fitted effect of over 60% in size; inactives centre near -12
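Step one: compound is pinned into 1nM USP1/UAF1 in HEPES pH 7.8 buffer with TCEP. Step two: 15 min room-temperature incubation. Step three: Ub-Rho (150nM final) starts cleavage, tracked by fluorescence over six one-minute reads.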
TRHR agonist: activates the human TRH receptor. P34981. TRHR cells, calcium flux fluo-8, FDSS agonist mode. activation, % at 2 µM. 360,000 compounds, 0.18% hits; in the data active = activation above about 30%; note: 0% is about no effect
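Fluo-8-loaded TRHR cells; 10 s baseline, compound added, kinetic Ca2+ fluorescence read 1/s, agonist mode.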
Pin1 inhibitor: inhibitors of human Pin1; Q13526; Pin1 FP peptide displacement, HiFluor488, 10 min; Potency, µM (highest dose often 115 µM), without a hit: at the highest dose activity, negative = inhibition, actives largely listed as inhibitors; 390,000 compounds, 0.009% hits; AID 504891; active = well fitted inhibition curve with a large enough effect in the polarisation, with a control signal flat, not every such curve was filed as active; inconclusive = small, poorly fitted or top-dose-only effect, or effect the other way, or a change in a side signal; inactive = no such curve, though single readings can be large or run the other way; the % refers to the polarisation; note: potency is the fitted concentration of half-maximal effect; % is set by controls: 0 for no effect and ±100 for the full control effect
Target sequence (Q13526 whole entry, looked up): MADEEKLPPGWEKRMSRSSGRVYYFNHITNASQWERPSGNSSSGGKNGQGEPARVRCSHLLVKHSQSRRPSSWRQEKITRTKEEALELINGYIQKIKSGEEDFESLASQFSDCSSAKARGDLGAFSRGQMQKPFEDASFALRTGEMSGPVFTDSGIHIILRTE
Starred values were filed as active, the others as inactive; ? = inconclusive; nt = not tested or not shown; [ ] = remark or other dose. Unless noted, calls come from the whole dose curve; as a rule, active = well fitted inhibition curve with a large enough effect; inconclusive = small, poorly fitted or top-dose-only effect; inactive = no such curve, though single readings can be large or run the other way. Not all compounds are listed; count on the stated rates, not on these rows.

SMILES	D2 agonist	mIDH1 inhibitor	TRHR PAM	rTrxR1 inhibitor	TrxR1 substrate	D2 antag	USP1 inh	TRHR agonist	Pin1 inhibitor
CN(C)S(=O)(=O)c1ccccc1N=C=S	0.1	7%	3	-13%	-5%	-19	7%	0.3	-2%
CCCCCOc1ccccc1C(=O)NCCC(=O)O	0.1	6%	15	8%	-1%	8	-15%	0.1	-11%
COc1ccc(OC)c(NC(=O)CSc2ccc(-c3cccs3)nn2)c1	nt	9%	-9	5%	-6%	nt	-14%	0.0	10%
COC(=O)C1=C(C)Nc2ncnn2C1c1cccnc1 (stereo unspecified)	-0.6	-1%	-9	-10%	-8%	-8	-1%	-0.7	-1%
CC1=C(C(=O)OCC2CCCCC2)C(c2c(F)cccc2Cl)CC(=O)N1 (stereo unspecified)	0.9	-3%	-8	6%	3%	nt	-18%	0.5	-3%
COCCn1c(-c2ccc(Cl)cc2Cl)nc2c(c(=O)c3ccccc3n2C)c1=O	-1.2	1%	0	9%	-4%	10	-7%	-0.9	-2%
CC(=O)c1cccc(NC(=O)c2ccc(C)o2)c1	1.1	3%	27	16%	-7%	-11	-12%	0.4	0%
CC1(C)C2CCC1(CS(=O)(=O)NC1CCCC1)C(=O)C2 (stereo unspecified)	0.4	6%	-3	32%	4%	-16	-7%	0.1	-4%
C=C(C)C(=O)Nc1cccc(C2=NOC3(C2)C[C@H](C(N)=O)N(C(=O)/C=C/C)C3)c1 (stereo partly specified)	0.3	19%	0	-1%[57.1 µM]	-8%[57.1 µM]	-10	-3%	0.1	16%
CN(C)S(=O)(=O)c1ccc(N2CCCC2)c(C(=O)Nc2ccc(Br)cc2F)c1	-0.1	0%	-2	5%	0%	7	-12%	0.7	-1%

Looked up one by one from above, 2 records:
SMILES	D2 agonist	mIDH1 inhibitor	TRHR PAM	rTrxR1 inhibitor	TrxR1 substrate	D2 antag	USP1 inh	TRHR agonist	Pin1 inhibitor
CC(=O)c1cccc(NC(=O)c2ccc(C)o2)c1	1.1	3%	27	16%	-7%	-11	-12%	0.4	0%
CC1(C)C2CCC1(CS(=O)(=O)NC1CCCC1)C(=O)C2 (stereo unspecified)	0.4	6%	-3	32%	4%	-16	-7%	0.1	-4%

Continuation.
SMILES	D2 agonist	mIDH1 inhibitor	TRHR PAM	rTrxR1 inhibitor	TrxR1 substrate	D2 antag	USP1 inh	TRHR agonist	Pin1 inhibitor
Cc1ccc(NC(=O)c2sc(Cl)nc2-c2ccccc2)cc1	nt	0%	-10	-10%	-5%	nt	3%	0.2	3%
C/C(=N\NC(=O)c1c[nH]c2ccccc12)c1ccc(C)s1	-0.9	-7%	1	10%	0%	2	-13%	-0.5	-3%
CC(C)CC(NS(=O)(=O)c1ccccc1)C(=O)O (stereo unspecified)	-0.1	1%	2	-12%	-14%	-1	-9%	0.4	0%
COc1cc2c(cc1[N+](=O)[O-])n(C(C)C)c(=O)n2C(C)C	-0.9	12%	1	-3%	-3%	1	-11%	-1.0	0%
CCc1noc(C)c1C(=O)Oc1ccc(N(C)S(=O)(=O)c2ccc(C)cc2)cc1	0.4	4%	14	21%	1%	-5	-25%	2.2	11%
CC(=O)Nc1cccc(C(=O)/C=C/c2ccc[nH]2)c1	-0.3	7%	-1	71µM*	-3%	-7	-7%	2.6	47%[activator]
Cc1ccccc1C(=O)NC(NC(=S)Nc1ccc(S(N)(=O)=O)cc1)C(Cl)(Cl)Cl (stereo unspecified)	0.6	2%	3	-7%	-12%	-8	-11%	1.1	-8%
Nc1ccc(N=Nc2ccccc2)cc1[N+](=O)[O-]	nt	-8%	nt	-4%	-12%	nt	-1%	nt	-8%
O=C(Nc1nc2ccc(S(=O)(=O)N3CCCC3)cc2s1)c1ccc(F)cc1	2.6	19%	-1	39%[activator]	13%	nt	-7%	-0.3	?
O=C(Oc1ccc(-c2ccccc2)cc1)N1CCCCC1	nt	2%	1	3%[57.1 µM]	2%[57.1 µM]	nt	1%	-0.2	-3%
CC(C)C[C@H](NC(=O)NCCc1ccc(Cl)cc1)C(=O)O	0.2	14%	-6	-8%	-12%	-3	-6%	0.2	-11%

Filtered by structure: the entries above containing an NH in an aromatic ring.
SMILES	D2 agonist	mIDH1 inhibitor	TRHR PAM	rTrxR1 inhibitor	TrxR1 substrate	D2 antag	USP1 inh	TRHR agonist	Pin1 inhibitor
C/C(=N\NC(=O)c1c[nH]c2ccccc12)c1ccc(C)s1	-0.9	-7%	1	10%	0%	2	-13%	-0.5	-3%
CC(=O)Nc1cccc(C(=O)/C=C/c2ccc[nH]2)c1	-0.3	7%	-1	71µM*	-3%	-7	-7%	2.6	47%[activator]

7 compounds out of the list above, ordered by the value under TrxR1 substrate, falling:
smiles	TRHR PAM	rTrxR1 inhibitor	TrxR1 substrate	D2 antag	USP1 inh	TRHR agonist	Pin1 inhibitor
O=C(Nc1nc2ccc(S(=O)(=O)N3CCCC3)cc2s1)c1ccc(F)cc1	-1	39%[activator]	13%	nt	-7%	-0.3	?
CCc1noc(C)c1C(=O)Oc1ccc(N(C)S(=O)(=O)c2ccc(C)cc2)cc1	14	21%	1%	-5	-25%	2.2	11%
C/C(=N\NC(=O)c1c[nH]c2ccccc12)c1ccc(C)s1	1	10%	0%	2	-13%	-0.5	-3%
COc1cc2c(cc1[N+](=O)[O-])n(C(C)C)c(=O)n2C(C)C	1	-3%	-3%	1	-11%	-1.0	0%
Cc1ccc(NC(=O)c2sc(Cl)nc2-c2ccccc2)cc1	-10	-10%	-5%	nt	3%	0.2	3%
CC(C)C[C@H](NC(=O)NCCc1ccc(Cl)cc1)C(=O)O	-6	-8%	-12%	-3	-6%	0.2	-11%
CC(C)CC(NS(=O)(=O)c1ccccc1)C(=O)O (stereo unspecified)	2	-12%	-14%	-1	-9%	0.4	0%

Bioassay records deposited in PubChem BioAssay by National Center for Advancing Translational Sciences (NCATS).
